Assay outcomes: PubChem BioAssay, several laboratories
STEP block: STEP (human) phosphatase inhibition | P54829 | recombinant STEP, OMFP fluorogenic substrate, fluorescence | inhibition, % at 20 µM | 360,000 tested, 0.25% active | AID 588621;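 active means inhibition at 20 µM, scaled per plate between control wells, above about 37%, limit read from the data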;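 further: 0% = DMSO with enzyme and substrate and 100% = substrate only without enzyme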
Target sequence (P54829 whole entry, looked up): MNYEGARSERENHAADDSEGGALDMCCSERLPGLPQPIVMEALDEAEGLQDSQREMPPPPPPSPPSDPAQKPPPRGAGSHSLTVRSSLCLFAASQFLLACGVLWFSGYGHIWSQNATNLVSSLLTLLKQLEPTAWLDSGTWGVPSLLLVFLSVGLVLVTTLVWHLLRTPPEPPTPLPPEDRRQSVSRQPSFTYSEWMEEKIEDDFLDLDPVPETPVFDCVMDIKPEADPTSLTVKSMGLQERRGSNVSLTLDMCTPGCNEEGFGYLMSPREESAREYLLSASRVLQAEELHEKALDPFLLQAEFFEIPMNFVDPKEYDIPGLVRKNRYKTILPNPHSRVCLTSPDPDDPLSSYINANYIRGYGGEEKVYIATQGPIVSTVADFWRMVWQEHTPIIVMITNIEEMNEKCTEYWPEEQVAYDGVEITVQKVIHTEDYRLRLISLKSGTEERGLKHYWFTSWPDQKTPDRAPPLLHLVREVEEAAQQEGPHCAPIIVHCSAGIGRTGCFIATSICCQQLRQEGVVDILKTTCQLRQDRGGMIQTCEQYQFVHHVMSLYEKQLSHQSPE
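material = STEP tyrosine phosphatase | reagent = fluorogenic phosphatase substrate OMFP at 25 µM final | doses = single compound dose of 20 µM, 1% DMSO final | schedule = 20 min reaction, room temperature, in the dark | measured by = fluorescence, 480/540 nm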
Rpn11 block: Rpn11 (human) deubiquitinase inhibition. O00487. human 26S proteasome, Ub4-pepOG fluorescence polarization; 20S core pre-blocked with epoxomicin. calls only at 20 µM. 360,000 tested, 0.59% active;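 active means inhibition at 20 µM, scaled to each plate's controls, above about 33%, limit read from the data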
Scp1 inh: blocks human Scp-1 phosphatase activity. Q9GZU7. 340,000 tested, 0.88% active. Recombinant Scp1, phosphopeptide, malachite green phosphate absorbance. inhibition, % at 20 µM;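 active means inhibition above about 50% at 20 µM, limit read from the data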;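 further: plate controls were DMSO wells with enzyme for no effect and wells lacking enzyme for full effect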
Target sequence (Q9GZU7 76-261 limits assumed): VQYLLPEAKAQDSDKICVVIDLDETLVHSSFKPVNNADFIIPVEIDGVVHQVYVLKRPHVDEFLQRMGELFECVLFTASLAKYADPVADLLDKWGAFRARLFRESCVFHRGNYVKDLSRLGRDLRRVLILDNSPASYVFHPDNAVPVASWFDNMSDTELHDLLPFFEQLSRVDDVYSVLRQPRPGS
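Test system: SCP-1 catalytic domain; Buffer or medium: Acidic Tris acetate buffer with magnesium and detergent; Also added: Phosphorylated 17-residue peptide substrate; Compound: single 20 µM dose, 1% DMSO; Schedule: enzyme reaction 45 min at room temperature, colour 5 min, stabilisation 30 min; Signal: Phosphate-binding colour reagent, absorbance read at 630 nm.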
SUMO1-SIM PPI: alters human SUMO1 binding to SIM partners | P63165 | SUMO1 binding to a labelled peptide, TR-FRET, 1 h | inhibition, % at 20 µM | 360,000 tested, 0.33% active | AID 602429; in the data active means inhibition above about 37%
LMPTP inh: LMPTP (human) inhibition; P24666; recombinant LMPTP-A, OMFP fluorogenic substrate, fluorescence intensity; inhibition, % at 20 µM; 360,000 tested, 0.22% active;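 active means compounds that cut the enzyme signal by at least half of the control window in the single-dose screen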;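 further: plate controls were DMSO wells with enzyme plus substrate for no effect and substrate without enzyme for full effect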
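Assay system: LMPTP-A phosphatase enzyme | Input: 0.625 nM enzyme | Also added: Fluorogenic phosphatase substrate OMFP at 400 µM final | Compound dosing: One test concentration per compound, 20 µM, with 3% DMSO overall | Schedule: 50 min enzyme reaction at room temperature, protected from light | Signal: Fluorescence intensity | Benchmarks: no-enzyme and uninhibited controls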
NadD inh: blocks S. aureus nicotinate mononucleotide adenylyltransferase; AID 602399; inhibition, % at 20 µM; purified NadD enzyme, colorimetric absorbance read-out; 360,000 tested, 0.78% active; in the data active means inhibition above about 26%; further: some compounds past the cut are filed as inactive
MsrA inhibitor: inhibitors of bovine MsrA. purified bovine MsrA, absorbance read-out. inhibition, % at 15.5 µM. 360,000 tested, 0.75% active; in the data active means inhibition above about 4.5%;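 further: 0% = vehicle wells with enzyme and 100% = reference inhibitor wells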
CSN deneddyl inh: inhibitors of human CSN-mediated cullin deneddylation; Q92905; Purified CSN, SCF-Nedd8-OG deneddylation, fluorescence polarization; inhibition, % at 12.5 µM; 360,000 tested, 0.38% active;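 active means pattern-corrected inhibition above about 35%, with an unprinted fluorescence ratio check between 0.5 and 1.5, limit read from the data, passing the limit was not always enough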;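 further: 0% = enzyme with substrate and 100% = substrate without enzyme; some results filed as inactive read as strong as hits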
Target sequence (Q92905 whole entry, looked up, one chain of several): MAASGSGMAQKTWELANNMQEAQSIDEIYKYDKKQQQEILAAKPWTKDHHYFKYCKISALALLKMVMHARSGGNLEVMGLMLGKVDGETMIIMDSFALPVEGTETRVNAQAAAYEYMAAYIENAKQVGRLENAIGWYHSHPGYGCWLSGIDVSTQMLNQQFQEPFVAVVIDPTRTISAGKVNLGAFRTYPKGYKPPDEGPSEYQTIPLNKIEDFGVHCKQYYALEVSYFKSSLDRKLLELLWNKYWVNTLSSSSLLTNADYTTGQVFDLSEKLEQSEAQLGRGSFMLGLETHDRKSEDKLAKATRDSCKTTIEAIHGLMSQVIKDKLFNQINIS
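test system = HEK293T-derived human Csn5 enzyme | amount = 0.24 nM Csn5 enzyme, final concentration | medium = Tris/NaCl/DTT buffer, pH 7.5 | schedule = 90 min reaction at room temperature | signal = FP | evaluation = inhibition of Csn5 cleavage, % | compound dosing = single dose of 12.5 µM compound with 0.25% DMSO | probe or stimulus = 10 nM SCFSkp2-Nedd8OG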
TbMetRS inhib: Trypanosoma brucei MetRS inhibition; purified T. brucei MetRS, ATP depletion, Kinase-Glo luminescence; inhibition, % at 11.9 µM; 360,000 tested, 0.4% active;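 active means inhibition above a per-plate cutoff of the control wells' mean inhibition plus 3 SD, cut at about 5.5% in these data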;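 further: 0% = DMSO wells median and 100% = median of wells with control inhibitor compound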
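Measured by: Kinase-Glo luciferase luminescence reporting remaining unconsumed ATP. Material: purified T. brucei MetRS enzyme. Doses: 11.9 µM compound single dose, 0.9% DMSO. Medium: HEPES buffer containing pyrophosphatase, BSA, spermine, DTT. Times: 15 min preincubation, 2 h reaction, all 25 °C. Reagent: methionine, ATP and bulk E. coli tRNA.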
DNMT1 inh: DNMT1 (human) enzyme inhibition. P26358. DNMT1 molecular beacon, Hinp1I cleavage, fluorescence. inhibition (reported as % activation of signal), % at 10 µM. 360,000 tested, 0.83% active. AID 588458; in the data active means inhibition above about 50%
Active calls of the source: *.

CCOc1ccc(Nc2nc3ccccc3n3nnnc23)cc1 was read as STEP block 4, Rpn11 block inactive, Scp1 inh -10, SUMO1-SIM PPI 3, LMPTP inh 1.7, NadD inh -3, MsrA inhibitor 0.7, CSN deneddyl inh 0, TbMetRS inhib 0.2 and DNMT1 inh 0.
For COc1cccc(-c2nc(CS(=O)CC(=O)NC3CC3)c(C)o2)c1 (configuration not stated) the results were STEP block -6, Rpn11 block inactive, Scp1 inh -3, SUMO1-SIM PPI 0, LMPTP inh -1.9, NadD inh -2, MsrA inhibitor -1.1, CSN deneddyl inh -2, TbMetRS inhib -1.3 and DNMT1 inh 4.
`CN(C)c1ccc(-c2ccnc3c2CC(C)(C(=O)NCc2cccs2)O3)cc1` (configuration not stated) gave STEP block 2, Rpn11 block inactive, SUMO1-SIM PPI 8, LMPTP inh 0.2, NadD inh -8, MsrA inhibitor 0.4, CSN deneddyl inh -3, TbMetRS inhib -0.1 and DNMT1 inh -3.
For COc1ccccc1NC(=O)CSc1nnc(-c2ccoc2C)n1CC1CCCO1 (configuration not stated) the results were STEP block -5, Rpn11 block inactive, Scp1 inh -3, SUMO1-SIM PPI 0, LMPTP inh -2.3, NadD inh -5, MsrA inhibitor -0.3, CSN deneddyl inh 2, TbMetRS inhib -0.2 and DNMT1 inh -3.
`O=C(CNC(=O)c1ccc(Br)o1)NCc1ccccc1Cl` gave STEP block -2, Rpn11 block inactive, Scp1 inh -2, SUMO1-SIM PPI 0, LMPTP inh -0.5, NadD inh -2, MsrA inhibitor 1.5, CSN deneddyl inh 5, TbMetRS inhib 0.0 and DNMT1 inh 0.
COc1ccc(-c2cc(=O)c3cc(C)ccc3[nH]2)cc1 was read as STEP block 2, Rpn11 block inactive, Scp1 inh -3, SUMO1-SIM PPI -5, LMPTP inh -1.2, NadD inh -2, MsrA inhibitor 0.1, CSN deneddyl inh 1, TbMetRS inhib -0.3 and DNMT1 inh -3.
CCOc1ccc(C/C(O)=C2\C(=O)CC(C)(C)CC2=NCC(=O)O)cc1OCC was read as STEP block 1, Rpn11 block inactive, Scp1 inh -3, SUMO1-SIM PPI -1, LMPTP inh 1.0, NadD inh -6, MsrA inhibitor 1.4, CSN deneddyl inh -12, TbMetRS inhib -1.2 and DNMT1 inh -1.
COCCCNC(=O)/C=C/[C@H]1O[C@@H](n2cnc3c(NC(=O)c4ccccc4)ncnc32)[C@H](O)[C@@H]1O was read as STEP block -2, Rpn11 block inactive, SUMO1-SIM PPI -4, LMPTP inh 0.2, NadD inh 2, MsrA inhibitor 2.1, CSN deneddyl inh -3, TbMetRS inhib 0.4 and DNMT1 inh 4.
For O=C(Nc1nccs1)c1ccc(NC(=O)c2ccco2)cc1 the results were STEP block -2, Rpn11 block inactive, Scp1 inh 11, SUMO1-SIM PPI 2, LMPTP inh -1.6, NadD inh 0, MsrA inhibitor 1.8, CSN deneddyl inh 1, TbMetRS inhib -0.8 and DNMT1 inh -3.
For C=CCOc1ccc2c(OC)c3ccoc3nc2c1OC the results were STEP block 3, Rpn11 block inactive, Scp1 inh 1, SUMO1-SIM PPI -16, LMPTP inh -0.2, NadD inh 3, MsrA inhibitor 2.1, CSN deneddyl inh 2, TbMetRS inhib 0.2 and DNMT1 inh -7.
For COc1ccccc1-c1nc(C(F)(F)F)c(OC)o1 the results were STEP block -2, Rpn11 block inactive, Scp1 inh -12, SUMO1-SIM PPI 0, LMPTP inh -2.1, NadD inh 1, MsrA inhibitor -0.7, CSN deneddyl inh -2, TbMetRS inhib -1.6 and DNMT1 inh 6.
CC(=O)/C(=N/Nc1ccccc1)N1CCOCC1 was read as STEP block 0, Rpn11 block inactive, Scp1 inh -5, SUMO1-SIM PPI -2, LMPTP inh -0.7, NadD inh -5, MsrA inhibitor 3.3, CSN deneddyl inh 4, TbMetRS inhib -0.6 and DNMT1 inh -4.
For CCC1CSC(=Nc2ccc(C)cc2)N1C(=O)CN1C(=O)NC2(CCCC2)C1=O (configuration not stated) the results were STEP block 0, Rpn11 block inactive, Scp1 inh -8, SUMO1-SIM PPI 5, LMPTP inh 2.2, NadD inh -3, MsrA inhibitor 0.2, CSN deneddyl inh -3, TbMetRS inhib -0.1 and DNMT1 inh -5.
For Cc1ccc(C(=O)NC2(C(F)(F)F)N=C3SCCN3C2=O)cc1 (configuration not stated) the results were STEP block -3, Rpn11 block inactive, Scp1 inh 1, SUMO1-SIM PPI 0, LMPTP inh -2.3, NadD inh 8, MsrA inhibitor -0.6, CSN deneddyl inh 4, TbMetRS inhib -0.4 and DNMT1 inh -1.
`CC(=O)NC1C(=O)N=C(SCc2ccccc2)NC1=O` (configuration not stated) gave STEP block -1, Rpn11 block inactive, Scp1 inh -4, SUMO1-SIM PPI 1, LMPTP inh -1.3, NadD inh -3, MsrA inhibitor -1.3, CSN deneddyl inh 3, TbMetRS inhib -0.3 and DNMT1 inh 2.
Cc1cccc(NC(=O)c2ccc(F)c(S(=O)(=O)NCc3ccco3)c2)c1 was read as STEP block -1, Rpn11 block inactive, Scp1 inh -3, SUMO1-SIM PPI 5, LMPTP inh 0.2, NadD inh -7, MsrA inhibitor -0.1, CSN deneddyl inh 6, TbMetRS inhib -1.1 and DNMT1 inh -5.
Screening COc1cc(/C=C/C(=O)O)ccc1OS(=O)(=O)c1cc(C)ccc1C returned STEP block -2, Rpn11 block inactive, Scp1 inh 4, SUMO1-SIM PPI -5, LMPTP inh -1.1, NadD inh -5, MsrA inhibitor -14, CSN deneddyl inh 24, TbMetRS inhib -0.7 and DNMT1 inh 1.
COc1ccc(OCC(=O)Nc2cc(S(=O)(=O)N3CCCCC3)ccc2OC)cc1 was read as STEP block 1, Rpn11 block inactive, Scp1 inh -12, SUMO1-SIM PPI 23, LMPTP inh 2.5, NadD inh -10, MsrA inhibitor 2.3, CSN deneddyl inh -1, TbMetRS inhib -0.2 and DNMT1 inh -1.
Screening CCOC(=O)C1CCCN(C(=O)Cc2ccc(C)cc2)C1 (configuration not stated) returned STEP block 0, Rpn11 block inactive, Scp1 inh -5, SUMO1-SIM PPI 2, LMPTP inh -1.8, NadD inh 3, MsrA inhibitor -0.7, CSN deneddyl inh 1, TbMetRS inhib -0.3 and DNMT1 inh 3.
O=C(CC(c1ccccc1)c1ccccc1)NCCOCc1ccccc1 was read as STEP block 0, Rpn11 block inactive, Scp1 inh -14, SUMO1-SIM PPI 3, LMPTP inh -0.1, NadD inh -5, MsrA inhibitor -1.0, CSN deneddyl inh -2, TbMetRS inhib -0.5 and DNMT1 inh -2.
For CC(C)Cn1c(Cc2ccccc2)n[nH]c1=S the results were STEP block 9, Rpn11 block inactive, Scp1 inh -2, SUMO1-SIM PPI 2, LMPTP inh -1.3, NadD inh -1, MsrA inhibitor -1.0, CSN deneddyl inh -2, TbMetRS inhib 0.2 and DNMT1 inh 1.
Screening COc1ccc(CNC(=O)COc2cc3c(c4oc(=O)cc(C)c24)CCC(C)(C)O3)cc1OC returned STEP block 9, Rpn11 block inactive, Scp1 inh -4, SUMO1-SIM PPI 0, LMPTP inh 1.7, NadD inh -2, MsrA inhibitor 1.7, CSN deneddyl inh 2, TbMetRS inhib 0.3 and DNMT1 inh 2.
For CC(C)(C)c1ccc(Cn2nc(CC(=O)O)c3ccccc3c2=O)cc1 the results were STEP block -2, Rpn11 block inactive, Scp1 inh 7, SUMO1-SIM PPI 1, LMPTP inh -0.9, NadD inh -1, MsrA inhibitor -0.7, CSN deneddyl inh 1, TbMetRS inhib -1.0 and DNMT1 inh -5.
`CN1CCN(S(=O)(=O)c2cccc(C(=O)Nc3ccc(Br)cc3Br)c2)CC1` gave STEP block 4, Rpn11 block inactive, Scp1 inh -8, SUMO1-SIM PPI 1, LMPTP inh -1.0, NadD inh -2, MsrA inhibitor -1.3, CSN deneddyl inh 0, TbMetRS inhib 0.6 and DNMT1 inh -1.
O=C(Cc1ccc(Br)cc1)OCC(=O)N1CCc2ccccc2C1 was read as STEP block -3, Rpn11 block inactive, Scp1 inh -6, SUMO1-SIM PPI 0, LMPTP inh 0.0, NadD inh -9, MsrA inhibitor 0.4, CSN deneddyl inh 1, TbMetRS inhib 0.3 and DNMT1 inh 3.
CC(=O)c1cccc(NC(=O)c2ccc(N(C)S(=O)(=O)c3ccc(C)cc3)cc2)c1 was read as STEP block 0, Rpn11 block inactive, Scp1 inh -8, SUMO1-SIM PPI 3, LMPTP inh 0.6, NadD inh -15, MsrA inhibitor -0.4, CSN deneddyl inh 2, TbMetRS inhib -0.3 and DNMT1 inh -3.
For O=C(CC1SC(N2CCOCC2)=NC1=O)Nc1ccc(Cl)c(C(F)(F)F)c1 (configuration not stated) the results were STEP block 1, Rpn11 block inactive, Scp1 inh 0, SUMO1-SIM PPI 0, LMPTP inh -1.3, NadD inh 2, MsrA inhibitor -0.5, CSN deneddyl inh -6, TbMetRS inhib -0.3 and DNMT1 inh 3.
`C/C(CC(=O)Nc1ccc([N+](=O)[O-])cc1)=N/NC(=O)C1C2CCCCC21` (configuration not stated) gave STEP block 2, Rpn11 block inactive, Scp1 inh -6, SUMO1-SIM PPI -25, LMPTP inh -0.5, NadD inh -3, MsrA inhibitor 0.5, CSN deneddyl inh 0, TbMetRS inhib -0.1 and DNMT1 inh 0.
`COc1ccccc1NC(=O)C1=C(C)NC(=O)NC1c1cc(C)cs1` (configuration not stated) gave STEP block -1, Rpn11 block inactive, Scp1 inh -4, SUMO1-SIM PPI 1, LMPTP inh -1.5, NadD inh 1, MsrA inhibitor -0.2, CSN deneddyl inh 0, TbMetRS inhib -0.1 and DNMT1 inh 1.

Molecules above with an NH in an aromatic ring (2):
COc1ccc(-c2cc(=O)c3cc(C)ccc3[nH]2)cc1 was read as STEP block 2, Rpn11 block inactive, Scp1 inh -3, SUMO1-SIM PPI -5, LMPTP inh -1.2, NadD inh -2, MsrA inhibitor 0.1, CSN deneddyl inh 1, TbMetRS inhib -0.3 and DNMT1 inh -3.
For CC(C)Cn1c(Cc2ccccc2)n[nH]c1=S the results were STEP block 9, Rpn11 block inactive, Scp1 inh -2, SUMO1-SIM PPI 2, LMPTP inh -1.3, NadD inh -1, MsrA inhibitor -1.0, CSN deneddyl inh -2, TbMetRS inhib 0.2 and DNMT1 inh 1.
